Compound activity: PubChem, several laboratories
Ecoli viability = reduces bacterial viability in AddAB counter-screen | inhibition, % at 11.9 µM | E. coli V3065 growth, OD600 absorbance, 18 h | 330,000 compounds, 0.27% hits;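 active = inhibition above the campaign's mean inhibition across all tested compounds plus 3 SD, cut at about 9.9% in these data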;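 also: uninfected addAB+ strain grown without phage in ampicillin broth; 0% = DMSO wells and 100% = ciprofloxacin 0.95 µg/ml wells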
phage Ecoli inh = E. coli growth loss with phage present | growth absorbance | inhibition, % at 11.9 µM | 360,000 compounds, 0.26% hits | AID 651602; in the data active = inhibition above about 11%
OPRM1-OPRD1 inv = inverse agonist of human OPRM1-OPRD1 heterodimerization; AID 504357; inhibition, % at 9.3 µM; cell-based MOR-DOR heterodimer luminescence, inverse agonism; P35372+P41143; 340,000 compounds, 0.21% hits; in the data active = inhibition above about 22%, passing the limit was not always enough;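 also: 0% = cells with DMSO and 100% = wells without cells with DMSO; values of inactives mirror those of a sister screen read the other way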
Target sequence (P35372 whole entry, looked up): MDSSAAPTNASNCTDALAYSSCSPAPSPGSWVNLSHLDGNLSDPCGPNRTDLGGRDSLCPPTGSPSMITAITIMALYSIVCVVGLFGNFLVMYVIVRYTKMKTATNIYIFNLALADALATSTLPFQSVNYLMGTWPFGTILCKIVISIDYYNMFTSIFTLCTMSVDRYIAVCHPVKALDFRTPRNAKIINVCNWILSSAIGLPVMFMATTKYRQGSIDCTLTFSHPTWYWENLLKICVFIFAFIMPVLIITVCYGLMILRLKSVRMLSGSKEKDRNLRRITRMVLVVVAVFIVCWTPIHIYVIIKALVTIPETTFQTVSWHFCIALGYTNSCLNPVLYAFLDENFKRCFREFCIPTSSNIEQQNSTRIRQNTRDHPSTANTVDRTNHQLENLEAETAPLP
Target sequence (P41143 whole entry, looked up): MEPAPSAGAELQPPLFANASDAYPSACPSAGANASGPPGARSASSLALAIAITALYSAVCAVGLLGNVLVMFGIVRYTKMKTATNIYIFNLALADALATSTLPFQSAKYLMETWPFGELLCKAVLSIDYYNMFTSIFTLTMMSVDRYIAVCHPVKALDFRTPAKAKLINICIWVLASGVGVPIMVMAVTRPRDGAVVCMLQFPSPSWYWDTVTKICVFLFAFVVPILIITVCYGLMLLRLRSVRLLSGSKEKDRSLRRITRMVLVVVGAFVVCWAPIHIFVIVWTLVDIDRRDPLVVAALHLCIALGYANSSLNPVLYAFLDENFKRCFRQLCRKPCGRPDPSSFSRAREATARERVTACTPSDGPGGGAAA
AddAB inh = less growth of phage-infected E. coli with AddAB; inhibition, % at 11.9 µM; 330,000 compounds, 0.29% hits; E. coli expressing H. pylori AddAB, absorbance growth; in the data active = inhibition above about 12%;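 also: 0% = vehicle wells of infected cells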
MOR-DOR ag = agonists of human mu-delta opioid receptor heterodimerization; P35372+P41143; cells, OPRM1-OPRD1 heterodimerization, luminescence; activation, % at 9.3 µM; 340,000 compounds, 0.3% hits; in the data active = activation above about 18%;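 also: 0% = vehicle-treated cells and 100% = reference agonist; values of inactives mirror those of a sister screen read the other way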
HTR5A ag ctr = counter-screen for OPRM1-OPRD1 agonists: human HTR5A agonism. P47898. HTR5A agonist assay, luminescence, cell-based. activation, % at 9.3 µM. 340,000 compounds, 0.61% hits. AID 504692; in the data active = activation mostly above about 9.5%, no sharp cut-off; inactive = mostly below about 7.6%;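 also: 0% = cells with vehicle only and 100% = reference agonist; strong numbers were not always called active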
SUMO Mot1 rescue = inhibitors of SUMOylation pathway: yeast Mot1-301 growth rescue. growth rescue, % at 18.8 µM. 320,000 compounds, 1% hits. S. cerevisiae Mot1-301 growth rescue, ATP luminescence, 38.5C; percent above DMSO median, 100 means doubled;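 active = every valid replicate shows activation above 250% relative to neutral control wells; inactive = the rest, any valid replicate at or below 250%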;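 also: OY570 slx delta 5 strain wells were the positive control but not used for scaling; some compounds called inactive have numbers as strong as hits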
HTR5A inv ag = counter-screen for OPRM1-OPRD1 inverse agonists: human HTR5A inverse agonism; P47898; HTR5A cell line, luminescence; inhibition, % at 9.3 µM; 340,000 compounds, 0.083% hits; AID 504634; in the data active = inhibition mostly above about 23%, no sharp cut-off; inactive = mostly below about 18%;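 also: 0% = cells with DMSO and 100% = no-cell wells with DMSO; some compounds called inactive have numbers as strong as hits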
Pemphigus Ab inh = blocks pemphigus antibody binding to human desmoglein-3 | P32926 | DSG3-coupled beads, scFv-anti-DSG3-GFP binding, flow cytometry; active compounds read low | binding (percent of control), % at 10 µM | 310,000 compounds, 0.48% hits;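 active = binding more than 3 SD below its plate's average and above zero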;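 also: hits lower antibody fragment binding to DSG3; some compounds called inactive have numbers as strong as hits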
PfHsp90 set2 = inhibits growth of yeast expressing Plasmodium falciparum Hsp90; AID 504621; 310,000 compounds, 0.32% hits; inhibition, % at 9.4 µM; S. cerevisiae expressing PfHsp90, BacTiter-Glo ATP, 48 h; yeast lacking PDR1 and PDR3 efflux regulators;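 active = every replicate shows inhibition above about 80%, whatever the replicate mean, limit read from the data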;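 also: 0% = DMSO neutral controls and 100% = 20 µM radicicol positive controls; yeast relying on Plasmodium falciparum Hsp90 in place of its own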
PKA-R1A activ = PKA-R1A complex activation; 340,000 compounds, 0.083% hits; PKA-R1A dissociation, Cy5-IP20 fluorescence polarization; scaled: DMSO 0%, 113 µM cGMP 100%; AID 504707; P00514+P68181; activation, % at 11.4 µM;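 active = percent activation above the mean of all tested compounds plus 3 SD, cut at about 19% in these data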;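 also: higher means more PKAc released from R1A so a rise in polarization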
* hit, by the source's call. Outcome played no part in choosing rows. Share with any hit: about 3.2%.

For COc1ccc(S(=O)(=O)N(CC(=O)O)Cc2ccccc2)cc1OC the results were Ecoli viability -2.1, phage Ecoli inh 1.3, OPRM1-OPRD1 inv -2, AddAB inh 3.2, MOR-DOR ag 0.3, HTR5A ag ctr -4, SUMO Mot1 rescue -11, HTR5A inv ag 10, Pemphigus Ab inh 99 and PKA-R1A activ 2.
For Cc1cccc(C)c1NC(=O)c1sccc1SCc1cccc(C(F)(F)F)c1 the results were Ecoli viability 1.9, OPRM1-OPRD1 inv -22, AddAB inh 2.0, MOR-DOR ag 4.0, HTR5A ag ctr 0, SUMO Mot1 rescue -31, HTR5A inv ag -14, Pemphigus Ab inh 106, PfHsp90 set2 -2 and PKA-R1A activ -17.
`Cn1c(SCc2cccc([N+](=O)[O-])c2)nc2ccccc2c1=O` gave Ecoli viability 0.3, phage Ecoli inh 2.6, OPRM1-OPRD1 inv 23, AddAB inh 0.4, MOR-DOR ag -5.8, HTR5A ag ctr 4, SUMO Mot1 rescue 42, HTR5A inv ag -11, PfHsp90 set2 -9 and PKA-R1A activ -1.
Screening Cc1cnc(CN(C)Cc2c(C(=O)N3CCCCCCC3)nc3ccc(Cl)cn23)[nH]1 returned Ecoli viability -1.8, phage Ecoli inh 0.7, OPRM1-OPRD1 inv 10, AddAB inh 2.0, MOR-DOR ag -2.0, HTR5A ag ctr 4, SUMO Mot1 rescue -5, HTR5A inv ag -11, Pemphigus Ab inh 115, PfHsp90 set2 -9 and PKA-R1A activ -2.
COc1cc(CNc2ccc(N3CCCC3)cc2)ccc1OCc1ccccc1F was read as Ecoli viability 1.2, OPRM1-OPRD1 inv -8, AddAB inh 1.0, MOR-DOR ag 1.5, HTR5A ag ctr 5, SUMO Mot1 rescue -9, HTR5A inv ag -7, Pemphigus Ab inh 103, PfHsp90 set2 -10 and PKA-R1A activ -20.
Screening CN(C(=O)COC(=O)Cn1c(C(F)(F)F)nc2ccccc21)c1c(N)n(Cc2ccccc2)c(=O)[nH]c1=O returned Ecoli viability 2.5, phage Ecoli inh 0.6, OPRM1-OPRD1 inv 8, AddAB inh 3.4, MOR-DOR ag -1.4, HTR5A ag ctr -2, SUMO Mot1 rescue 2, HTR5A inv ag -9, Pemphigus Ab inh 117, PfHsp90 set2 10 and PKA-R1A activ -6.
Screening CCN(CC)CC(=O)Nc1nn(-c2ccccc2)nc1C(N)=O returned Ecoli viability 0.3, phage Ecoli inh 2.4, OPRM1-OPRD1 inv -20, AddAB inh -1.1, MOR-DOR ag 3.5, HTR5A ag ctr 4, SUMO Mot1 rescue 12, HTR5A inv ag -17 and PKA-R1A activ -5.
For CCCN(CC(=O)Nc1ccc(C(N)=O)cc1)CC(=O)Nc1cc(Cl)ccc1Cl the results were Ecoli viability 3.2, phage Ecoli inh 3.2, OPRM1-OPRD1 inv 9, AddAB inh 1.4, MOR-DOR ag -1.7, HTR5A ag ctr -1, SUMO Mot1 rescue 2, HTR5A inv ag 3, Pemphigus Ab inh 113, PfHsp90 set2 10 and PKA-R1A activ -5.
`O=C(c1ccc2ccccc2c1)N1CCCC1` gave Ecoli viability -2.3, phage Ecoli inh -0.2, OPRM1-OPRD1 inv 18, AddAB inh -1.2, MOR-DOR ag -3.8, HTR5A ag ctr -3, SUMO Mot1 rescue 3, HTR5A inv ag 12, Pemphigus Ab inh 96, PfHsp90 set2 12 and PKA-R1A activ 0.
For O=C(c1ccco1)N1CCN(C(c2ccccc2Cl)c2nnnn2Cc2cccs2)CC1 (centres undefined) the results were Ecoli viability -1.2, phage Ecoli inh 1.0, OPRM1-OPRD1 inv 13, AddAB inh -0.3, MOR-DOR ag -2.5, HTR5A ag ctr 2, SUMO Mot1 rescue -6, HTR5A inv ag -27, PfHsp90 set2 -3 and PKA-R1A activ -10.
Screening CCCC1(c2ccccc2)NC(=O)N(CC(=O)Nc2ccccc2C(F)(F)F)C1=O (centres undefined) returned Ecoli viability 1.1, phage Ecoli inh -0.3, OPRM1-OPRD1 inv -12, AddAB inh 4.4, MOR-DOR ag 1.5, HTR5A ag ctr 1, SUMO Mot1 rescue -14, HTR5A inv ag -15, Pemphigus Ab inh 105, PfHsp90 set2 -14 and PKA-R1A activ 7.
For CCCCNC(=O)c1onc(CCl)c1C(=O)OC the results were Ecoli viability 2.6, phage Ecoli inh 1.1, OPRM1-OPRD1 inv 18, AddAB inh 4.4, MOR-DOR ag -3.2, HTR5A ag ctr 2, SUMO Mot1 rescue 8, HTR5A inv ag 16, Pemphigus Ab inh 106 and PKA-R1A activ 4.
Screening COc1ccc(Cl)cc1NC(=O)CN(C)C(=O)CCC(=O)c1cc(C)sc1C returned Ecoli viability 2.7, phage Ecoli inh 4.1, OPRM1-OPRD1 inv -5, AddAB inh -0.2, MOR-DOR ag 0.8, HTR5A ag ctr 2, SUMO Mot1 rescue -16, HTR5A inv ag -3, Pemphigus Ab inh 105 and PKA-R1A activ -5.
For COC(=O)Cc1c(C)[nH]n(-c2cc(Cl)cc(Cl)c2)c1=O the results were Ecoli viability 1.1, phage Ecoli inh 4.7, OPRM1-OPRD1 inv 12, AddAB inh -2.3, MOR-DOR ag -2.3, HTR5A ag ctr 1, SUMO Mot1 rescue 57, HTR5A inv ag -2, Pemphigus Ab inh 78, PfHsp90 set2 -2 and PKA-R1A activ 4.
Screening COc1cc(COC(=O)Oc2ccc(CNC(C)=O)cc2OC)c([N+](=O)[O-])cc1OC returned Ecoli viability 2.1, phage Ecoli inh 5.0, OPRM1-OPRD1 inv 0, AddAB inh 3.7, MOR-DOR ag -0.1, HTR5A ag ctr -1, SUMO Mot1 rescue 8, HTR5A inv ag -35, Pemphigus Ab inh 101, PfHsp90 set2 -6 and PKA-R1A activ -3.
CN(Cc1ccccc1)c1ccc(C(CC(N)=O)NC(=O)Cc2cccc3ccccc23)cc1[N+](=O)[O-] (centres undefined) was read as Ecoli viability -0.3, phage Ecoli inh 1.0, OPRM1-OPRD1 inv 13, AddAB inh -0.6, MOR-DOR ag -2.2, HTR5A ag ctr -7, SUMO Mot1 rescue -4, HTR5A inv ag 2, Pemphigus Ab inh 100, PfHsp90 set2 16 and PKA-R1A activ -6.
`O=C1C(=O)N(CCN2CCOCC2)C(c2cccc(Cl)c2)/C1=C(\O)c1ccc2c(c1)OCCO2` (centres undefined) gave Ecoli viability -2.2, phage Ecoli inh 2.6, OPRM1-OPRD1 inv 10, AddAB inh 3.7, MOR-DOR ag -2.0, HTR5A ag ctr 3, SUMO Mot1 rescue -3, HTR5A inv ag 7, Pemphigus Ab inh 98, PfHsp90 set2 2 and PKA-R1A activ -3.
`Cc1nn(-c2ccccc2)c2sc(C(=O)OCC(=O)N3CCCCC3)cc12` gave Ecoli viability 1.1, phage Ecoli inh 0.4, OPRM1-OPRD1 inv 2, AddAB inh 0.6, MOR-DOR ag -0.4, HTR5A ag ctr 1, SUMO Mot1 rescue -11, HTR5A inv ag -8, Pemphigus Ab inh 104, PfHsp90 set2 2 and PKA-R1A activ -4.
Screening Cc1ccc(S(=O)(=O)CCN2CCN(c3ccccc3)CC2)cc1 returned Ecoli viability 0.6, phage Ecoli inh 1.1, OPRM1-OPRD1 inv -6, AddAB inh 2.9, MOR-DOR ag 0.9, HTR5A ag ctr -4, SUMO Mot1 rescue 9, HTR5A inv ag -9, PfHsp90 set2 -49 and PKA-R1A activ 5.
`COc1cc(CC(=O)Nc2nc(-c3ccccc3)c(C(C)=O)s2)cc(OC)c1OC` gave Ecoli viability -2.7, phage Ecoli inh 1.1, OPRM1-OPRD1 inv -8, AddAB inh 2.0, MOR-DOR ag 1.4, HTR5A ag ctr 1, SUMO Mot1 rescue 1, HTR5A inv ag -9, Pemphigus Ab inh 117, PfHsp90 set2 -39 and PKA-R1A activ -10.
For Cc1ccc(CNS(=O)(=O)NCc2ccc(Cl)cc2)cc1 the results were Ecoli viability -1.8, phage Ecoli inh 2.4, OPRM1-OPRD1 inv -26, AddAB inh 1.7, MOR-DOR ag 3.8, HTR5A ag ctr -3, HTR5A inv ag -3, Pemphigus Ab inh 106, PfHsp90 set2 8 and PKA-R1A activ -12.
N#CC(=C(c1ccccc1)c1ccccc1)c1ccccc1 was read as phage Ecoli inh 2.5, OPRM1-OPRD1 inv 1, MOR-DOR ag -0.2, HTR5A ag ctr -4, HTR5A inv ag 14, PfHsp90 set2 7 and PKA-R1A activ 9.
Screening O=C(Nc1cccc([N+](=O)[O-])c1)Nc1cnccn1 returned Ecoli viability -1.4, phage Ecoli inh 0.2, OPRM1-OPRD1 inv 13, AddAB inh -0.4, MOR-DOR ag -2.5, HTR5A ag ctr 2, SUMO Mot1 rescue -12, HTR5A inv ag -6, Pemphigus Ab inh 108, PfHsp90 set2 14 and PKA-R1A activ 3.
Screening FC(F)Sc1ccc(NC(=S)NC2CCCCC2)cc1 returned Ecoli viability 6.9, phage Ecoli inh 12*, OPRM1-OPRD1 inv -33, AddAB inh 9.7, MOR-DOR ag 6.4, HTR5A ag ctr 5, SUMO Mot1 rescue 2, HTR5A inv ag -5, Pemphigus Ab inh 109 and PKA-R1A activ -2.
For S=C1NC(c2ccccc2)N2C(=S)NC(c3ccccc3)N12 (centres undefined) the results were Ecoli viability 0.1, phage Ecoli inh 2.8, OPRM1-OPRD1 inv 5, AddAB inh 0.9, MOR-DOR ag -1.0, HTR5A ag ctr -4, SUMO Mot1 rescue -3, HTR5A inv ag 11, Pemphigus Ab inh 104, PfHsp90 set2 0 and PKA-R1A activ -7.
Screening Cn1c(=O)c(=O)n(C)c2cc(N3CCCCC3)c(NS(=O)(=O)c3ccc([N+](=O)[O-])cc3)cc21 returned Ecoli viability -3.7, phage Ecoli inh -2.1, OPRM1-OPRD1 inv -9, AddAB inh -1.1, MOR-DOR ag 1.7, HTR5A ag ctr 0, SUMO Mot1 rescue 4, HTR5A inv ag 0, Pemphigus Ab inh 83, PfHsp90 set2 -42 and PKA-R1A activ -3.
O=C(COC(=O)COc1ccccc1)Nc1ncc([N+](=O)[O-])s1 was read as Ecoli viability 7.2, phage Ecoli inh 2.0, OPRM1-OPRD1 inv 17, AddAB inh 13*, MOR-DOR ag -4.1, HTR5A ag ctr -4, SUMO Mot1 rescue 8, HTR5A inv ag 10, Pemphigus Ab inh 94, PfHsp90 set2 0 and PKA-R1A activ -7.
COc1ccc(C(=O)NCC(c2cccnc2)N2CCN(c3ccccc3OC)CC2)cc1OC (centres undefined) was read as Ecoli viability -3.2, phage Ecoli inh 3.1, OPRM1-OPRD1 inv 1, AddAB inh -0.8, MOR-DOR ag -0.2, HTR5A ag ctr 4, SUMO Mot1 rescue 3, HTR5A inv ag -12, Pemphigus Ab inh 104, PfHsp90 set2 -30 and PKA-R1A activ -9.
`CCOc1ccc(NC(=O)c2ccc(-c3csc(C)n3)cc2)cc1` gave Ecoli viability -2.1, phage Ecoli inh 2.5, OPRM1-OPRD1 inv 4, AddAB inh 2.8, MOR-DOR ag -0.7, HTR5A ag ctr 3, SUMO Mot1 rescue 11, HTR5A inv ag -12, Pemphigus Ab inh 100, PfHsp90 set2 14 and PKA-R1A activ -3.
